High-throughput results as filed in PubChem BioAssay.
AmpC no deterg: qHTS Inhibitors of AmpC Beta-Lactamase (assay without detergent); P00811; AmpC nitrocefin hydrolysis, absorbance 480 nm, 0.0001% Triton; Potency, µM (top dose mostly 57.1 µM), for inactives: at the highest dose activity change, negative = inhibition, most hits filed as inhibitors; hit rate 0.52% among 330,000; AID 485341, 2010;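 also: potency is read from the fitted curve at half-maximal effect; plate controls were no compound for no effect and no enzyme for full effect; nearly all actives have a fitted effect of over 20% in size; some results filed as inactive show a strong effect at the top dose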
Target sequence (P00811 whole entry, looked up): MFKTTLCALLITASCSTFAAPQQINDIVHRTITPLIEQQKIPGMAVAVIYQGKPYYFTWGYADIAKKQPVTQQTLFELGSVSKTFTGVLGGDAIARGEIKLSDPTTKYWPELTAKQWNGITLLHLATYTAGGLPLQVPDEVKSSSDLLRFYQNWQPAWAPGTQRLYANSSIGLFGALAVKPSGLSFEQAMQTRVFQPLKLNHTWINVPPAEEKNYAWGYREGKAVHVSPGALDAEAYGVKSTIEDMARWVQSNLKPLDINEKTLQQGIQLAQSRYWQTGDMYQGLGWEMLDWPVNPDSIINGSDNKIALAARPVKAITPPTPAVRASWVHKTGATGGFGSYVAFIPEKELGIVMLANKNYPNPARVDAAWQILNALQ
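20 mM phosphate pH 7.0 + 0.01% (detergent screen) or 0.0001% Triton X-100; 5.3 nM AmpC reagent; cpd preinc 15 min RT; nitrocefin (800 uM stock) to start; A480 q20 s × 4 min; Activity was normalised to no-enzyme and no-compound control wells.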
Tb PYK inh: qHTS of Trypanosoma Brucei Inhibitors. pyruvate kinase (Trypanosoma brucei), Q57TT1. TbPYK enzyme, Kinase-Glo Plus ATP luminescence, 45 min. Potency, µM (titrated, usually from 76.8 µM), for inactives: at the highest dose activity, negative = inhibition, hits mostly inhibitors. hit rate 0.12% among 410,000. AID 624173, 2012; also: potency is read from the fitted curve at half-maximal effect; nearly all actives have a fitted effect of over 50% in size
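Readout: single end-point luminescence (Kinase-Glo Plus, 10 min). Reaction conditions were TbPYK/substrate plus 130 uM ADP, 45 min at RT, pH 7.2 TEA buffer. No-enzyme wells served as controls, and data were normalized before concentration-response fitting.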
AmpC detergent: qHTS Inhibitors of AmpC Beta-Lactamase (assay with detergent); Potency, µM (series often up to 114 µM), without a hit: top-dose activity change, negative = inhibition, actives largely listed as inhibitors; AID 485294, 2010; P00811; AmpC hydrolysis of nitrocefin, absorbance 480 nm, 0.01% Triton; hit rate 0.041% among 370,000;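 also: potency is read from the fitted curve at half-maximal effect; 0% = no-compound wells and -100% = no-enzyme wells; nearly all actives have a fitted effect of over 25% in size; some results filed as inactive show a strong effect at the top dose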
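20 mM phosphate pH 7.0 + 0.01% (detergent screen) or 0.0001% Triton X-100; 5.3 nM AmpC reagent; cpd preinc 15 min RT; nitrocefin (800 uM stock) to start; A480 q20 s × 4 min; Activity was normalised to no-enzyme and no-compound control wells.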
HCMV inh: qHTS Assay for inhibitors of the human cytomegalovirus (HCMV); hit rate 4.5% among 410,000; HFF cells, HCMV-luciferase reporter, 72 h; stronger effect = lower value; activity change, negative = inhibition, % at 57.5 µM; in the data active = activity change below about -60%; inconclusive = no clear call, values can overlap the other calls; inactive = above about -39%
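Two-dose cell screen: HFF monolayers treated with compounds and infected with luciferase-expressing HCMV at 1 PFU/cell, 72 h at 37C, then lysed for luciferase measurement.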
AMA1 RON2 block: qHTS for Inhibitors of AMA1-RON; Towards Development of Antimalarial Drug Lead: Primary Screen | Plasmodium falciparum AMA1 (3D7) - RON2 peptide interaction | hit rate 0.2% among 360,000 | AlphaScreen AMA1-biotinylated RON2 peptide binding | Potency, µM (titrated, usually from 58.2 µM), inactives show at the highest dose activity change, negative = inhibition, hits mostly inhibitors;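 also: potency is read from the fitted curve at half-maximal effect; 0% = vehicle wells and -100% = peptide control; nearly all actives have a fitted effect of over 45% in size; some results filed as inactive show a strong effect at the top dose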
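AMA1 (3D7) with his tag at 25 nM final met compounds first, then biotinylated RON2 peptide at 25 nM; detection used donor plus acceptor beads, 10 µg/mL apiece, read by AlphaScreen after 30 min at room temperature.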
LmPK inhibitor: qHTS Assay for Inhibitors of Leishmania Mexicana Pyruvate Kinase (LmPK); purified LmPK, Kinase-Glo ATP luminescence, 1 h; Potency, µM (titrated, usually from 57.5 µM), for the others: top-dose activity change, negative = inhibition, actives largely listed as inhibitors; hit rate 0.37% among 290,000; AID 1721, 2009; also: potency is read from the fitted curve at half-maximal effect
Target sequence (Q27686 whole entry, looked up): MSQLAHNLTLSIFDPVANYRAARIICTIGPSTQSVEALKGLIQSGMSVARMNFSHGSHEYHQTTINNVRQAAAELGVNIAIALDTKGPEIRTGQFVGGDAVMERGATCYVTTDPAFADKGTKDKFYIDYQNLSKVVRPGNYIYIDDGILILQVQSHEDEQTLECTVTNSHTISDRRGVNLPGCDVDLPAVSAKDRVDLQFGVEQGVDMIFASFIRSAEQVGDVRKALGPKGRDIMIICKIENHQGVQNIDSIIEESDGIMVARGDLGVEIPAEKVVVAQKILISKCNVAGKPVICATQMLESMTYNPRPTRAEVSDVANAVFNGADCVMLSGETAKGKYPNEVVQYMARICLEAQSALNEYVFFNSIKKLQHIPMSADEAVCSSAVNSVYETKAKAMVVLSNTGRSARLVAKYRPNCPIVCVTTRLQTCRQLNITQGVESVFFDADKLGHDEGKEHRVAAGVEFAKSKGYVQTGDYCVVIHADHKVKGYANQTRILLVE
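Purified LmPK (0.1 nM) converted ADP (0.1 mM) to ATP with PEP (0.5 mM) in imidazole buffer pH 7.2 with KCl and MgCl2, 1 h at room temperature. ATP was read by Kinase-Glo luminescence; data normalized to uninhibited and no-enzyme controls.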
Sm TGR block: qHTS Assay for the Inhibitors of Schistosoma Mansoni Peroxiredoxins. Schistosoma mansoni thioredoxin glutathione reductase (TGR), Q962Y6. AID 485364, 2010. Potency, µM (top dose mostly 114 µM), without a hit: at the top dose activity change, negative = inhibition, actives largely listed as inhibitors. hit rate 3% among 360,000. purified TGR, DTNB reduction, TNB absorbance 405 nm; also: potency is read from the fitted curve at half-maximal effect; nearly all actives have a fitted effect of over 60% in size
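First, TGR (20 nM dispensed) and NADPH were mixed with compound. Second, a 15 min room-temperature incubation followed. Third, further NADPH and then DTNB were added to start the reaction. Finally, TNB absorbance was monitored kinetically.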
Starred values were filed as active, the others as inactive; ? = inconclusive; / = no result given; & = joins results of further samples; [ ] = dose if it differs, or a comment. Unless noted, calls follow the shape of the dose curve; as a rule, active = well fitted curve in the direction sought with a large enough effect; inconclusive = small, poorly fitted or top-dose-only effect, or another doubt; inactive = no such curve, though single readings can be large; an effect the other way counts as inactive or inconclusive. Unless noted, % is scaled to controls: 0 for no effect and ±100 for the full control effect. Random draw from the library. Share with any hit: about 7.4%.

SMILES	AmpC no deterg	Tb PYK inh	AmpC detergent	HCMV inh	AMA1 RON2 block	LmPK inhibitor	Sm TGR block
CC1CCN(c2oc(-c3ccc(COc4ccccc4)o3)nc2C#N)CC1	/	-6%	13%	-26	/	/	11%
COc1ccc(C(=O)N2CC3(CC(c4ccc(Cl)cc4)=NO3)C[C@H]2C(=O)NCC(N)=O)cc1 (stereo partly drawn)	103%[activator]	-5%	4%	-13	17%	7%	?
CC1=C(C(=O)Nc2ccccc2C(=O)NCCCN2CCN(C)CC2)SCCO1	-7%	0%	-12%	-9	0%	1%	2%
COc1ccc(/C=C2\SC(=S)N(CCC(=O)NCCCN3CCOCC3)C2=O)cc1	159%[activator]	-8%	-10%	-19	-10%	3%	-4%
O=C(CCC(=O)c1cccs1)NNC(=O)c1ccccc1Cl	-12%	7%	1%	0	35%[activator]	/	?
COc1ccc(-c2nnc3n2-c2ccccc2SC3)cc1OC	-1%	9%	5%	12	-5%	1%	3%
CCS(=O)(=O)C1=NSC2=NC(=O)/C(=C\c3ccc(OS(=O)(=O)c4ccccc4)c(OC)c3)C(=N)N21	-42%	-6%	-5%	/	4%	-1%	-12%
CC(=O)Nc1ccc(-c2ccnc3c2CC(C(=O)Nc2ccccc2)O3)cc1 (stereo not drawn)	/	1%	/	-15	-1%	/	/
CSc1nc2nccc(-c3ccc(-c4ccccc4)cc3)n2n1	6%	-5%	-6%	-21	-12%	1%	-9%
COc1ccc(OCCOc2ccc(S(=O)(=O)N3CCCC3)cc2[N+](=O)[O-])cc1	-21%	0%	-13%	-8	-7%[11.6 µM]	/	-21%
COc1cccc(C(=O)Nc2c3c(nn2-c2cccc(C)c2C)CS(=O)C3)c1OC (stereo not drawn)	51%	-1%	-11%	-37	2%	3%	11%
Nc1nn(-c2ccccc2)c2ccc([N+](=O)[O-])cc12	-24%	-12%	-2%	24	-2%	7%	-5%
CCn1c(C)nc2cc(C(=O)NNC(=S)NC(=O)c3ccccc3)ccc21	-23%	-23%	-6%	4	45%[activator]	1%	5%
Cc1cc2ncn(CCCCOc3ccccc3)c2cc1C	38%	-4%&-2%	9%&1%	?	15%	8%	-3%&-11%
C=CCN(C(=O)COC(=O)c1cc[n+]([O-])cc1)c1nc(-c2ccccc2)cs1	153%[activator]	0%	/	41	-8%	/	/
Cc1nnc(SCc2ccc(Cl)cc2)c2cc3occc3n12	/	0%	-2%	-7	/	/	4%
COc1cc(C2C(C#N)=C(N)Oc3n[nH]c(-c4cccnc4)c32)ccc1OCC(N)=O (stereo not drawn)	-13%	2%	6%	0	-8%	-8%	-2%
CCOc1ccccc1C1N=C(N)Nc2nc3ccccc3n21 (stereo not drawn)	/	-8%	-3%	11	/	/	1%
CN(C)S(=O)(=O)c1cccc(NC(=O)c2ccccc2OCc2ccc(F)cc2)c1	-30%	-4%	-1%	-34	-16%	-6%	9%
CCCN(C)C1CN(Cc2cn(Cc3cccc(C(F)(F)F)c3)nn2)S(=O)(=O)C1 (stereo not drawn)	/	5%	/	-100*	-3%	/	/

Profiles, looked up by structure. Values in the order: AmpC no deterg | Tb PYK inh | AmpC detergent | HCMV inh | AMA1 RON2 block | LmPK inhibitor | Sm TGR block
CC(=O)Nc1ccc(-c2ccnc3c2CC(C(=O)Nc2ccccc2)O3)cc1 (stereo not drawn) is entered as / | 1% | / | -15 | -1% | / | /
C=CCN(C(=O)COC(=O)c1cc[n+]([O-])cc1)c1nc(-c2ccccc2)cs1 is entered as 153%[activator] | 0% | / | 41 | -8% | / | /
CCS(=O)(=O)C1=NSC2=NC(=O)/C(=C\c3ccc(OS(=O)(=O)c4ccccc4)c(OC)c3)C(=N)N21 is entered as -42% | -6% | -5% | / | 4% | -1% | -12%

Carrying on:
SMILES	AmpC no deterg	Tb PYK inh	AmpC detergent	HCMV inh	AMA1 RON2 block	LmPK inhibitor	Sm TGR block
COc1ccc(Cl)cc1N(CC(=O)Nc1ccccc1SC)S(C)(=O)=O	102%[activator]	-1%	-11%	24	-5%	3%	-13%
CC(C)c1ccc(-c2nc(N3CCCC3)nc3n[nH]c(N)c23)cc1	-26%	1%	-5%	20	5%	9%	1%
Cc1cccc(NC(=O)c2ccc(C(=O)c3ccccc3)cc2)n1	-11%	-1%	-8%	17	-25%	/	7%
CC(C)N1C(=O)C(=O)N(CC(=O)N(C)c2ccccc2)C1=O	-10%	2%	3%	26	-3%	/	8%
CC(C)c1ccc(NC(=S)N2CCCC(c3ccc(F)cc3)=N2)cc1	-27%	0%	-8%	-22	5%	2%	-14%
O=C(CSCC(=O)N1CCCCC1)Nc1nc(-c2cccs2)cs1	-3%	-7%	0%	105	-17%	0%	-4%
COc1ccc(S(=O)(=O)N(C)C)cc1NC(=O)COC(=O)Cn1cnc2ccccc2c1=O	-22%	0%	-1%	4	18%	/	0%
C=CCN1C(=O)C(Cc2cccc(C)c2)SC1=Nc1ccc(C(=O)O)cc1 (stereo not drawn)	-20%	-11%	-2%	61	1%	1%	0%
COc1ccc(NC(=O)c2ccccc2-c2ccccc2)cc1	-12%	1%	6%	-26	-8%	5%	0%
CCCCC(=O)N1CCN(c2nc3c(C)c(C)ccc3s2)CC1	/	0%	4%	-3	/	/	7%
COc1cccc(C2(C)NC(=O)N(CC(=O)Nc3ccc(N4CCOCC4)cc3)C2=O)c1 (stereo not drawn)	-17%	-2%	/	32	-6%	/	/
O=c1c2ccccc2nc(COc2ccccc2)n1/N=C/c1cn[nH]c1-c1ccccc1	-47%	-7%	-6%	-38	20%	-1%	7%
CCc1ccc(CNC(=O)CCCN2C(=O)c3cccnc3Oc3ccc(Cl)cc32)cc1	/	3%[15.4 µM]	16%	0	/	/	2%
COc1ccc(C(=O)CC(=O)Nc2ccc([N+](=O)[O-])cc2)cc1	-44%	-4%	?	?	-27%	-4%	8%
CC(Oc1ccc(F)cc1)C(=O)Nc1cc(C(F)(F)F)ccc1-n1cncn1 (stereo not drawn)	-11%	-15%	-3%	-20	-21%	/	57%[activator]
COc1cc(Nc2ncc3c(n2)CCN(Cc2cccc(C)c2)C3)cc(OC)c1	/	3%	24%	-9	/	/	3%
Cn1c(CCn2ccccc2=O)nc2cc(NC(=O)COc3ccccc3)ccc21	8%	-1%	?	0	5%	-11%	0%
CC1CCC(NC(=O)CSc2ccc(S(=O)(=O)N(C)C)cn2)CC1 (stereo not drawn)	-8%	-12%	?	-21	-9%	/	-7%
Cc1oc(-c2ccc(Cl)cc2)nc1CN1CCC(C(=O)NCCCN2CCN(c3cccc(Cl)c3)CC2)CC1	/	2%	-7%	?	/	/	?
CCCN(CCC)c1nc(C#N)nc(N(CCC)CCC)n1	-27%	0%	2%	?	8%	1%	-5%
CCC(=O)c1ccc(OCC(=O)OCC(=O)Nc2cccc(S(=O)(=O)N3CCCC3)c2)cc1	-30%	-6%	-2%	8	-3%	/	3%
CSc1nc(C)cc(OCC(=O)N/N=C/c2ccccc2O)n1	-21%	-8%	-1%	?	43%[activator][11.6 µM]	0%	0%
CCC(C)c1ccc(NC(=S)NN2CCOCC2)cc1 (stereo not drawn)	17%	1%	0%	-38	-11%	8%	?
COc1cc2nc3n(c(=O)c2cc1OC)-c1cc2ccccc2cc1C(=O)NC3CC(C)C (stereo not drawn)	/	-8%	/	1	-8%	/	/
CCCC(=O)Nc1nnc(SCC(=O)NC2CC2)s1	-8%	-2%	-1%	7	-12%	-4%	7%
CC(=O)Nc1ccc(CN2CCCN(C)CC2)cc1	-4%	0%	-13%	1	?	-4%	-26%
Cc1noc(C)c1S(=O)(=O)N(CC(=O)Nc1ccc(C(F)(F)F)cc1)c1ccc(C(C)C)cc1	/	-3%	-5%	-8	/	/	-13%
COc1ccc(C)cc1NC(=O)Nc1ccccc1OCc1cc(=O)n2ccccc2n1	/	-1%	2%	37	/	/	0%
CN=C(Nc1cccnc1)c1ccccc1	-17%	1%	1%	-32	0%	-3%	-23%
Cc1cc(Cl)ccc1OCC(=O)OCC(=O)c1c(N)n(C)c(=O)n(C)c1=O	-10%	2%	-16%	37	-2%	/	-5%
CCCS(=O)(=O)NC(=O)C1(C)CCN(C(=O)C2(c3ccc(Cl)cc3)CCCC2)C1 (stereo not drawn)	/	0%	/	1	-5%	/	/
CCN(c1ccccc1)S(=O)(=O)c1ccc(C(=O)NCCc2ccc(S(N)(=O)=O)cc2)cc1	-38%	-5%	-13%	-32	0%	-6%	8%

Single values from above.
Reading for CC(=O)Nc1ccc(CN2CCCN(C)CC2)cc1 under AmpC detergent: -13%
Reading for CSc1nc(C)cc(OCC(=O)N/N=C/c2ccccc2O)n1 under Tb PYK inh: -8%
Reading for CCC(=O)c1ccc(OCC(=O)OCC(=O)Nc2cccc(S(=O)(=O)N3CCCC3)c2)cc1 under AmpC detergent: -2%
Reading for CCCS(=O)(=O)NC(=O)C1(C)CCN(C(=O)C2(c3ccc(Cl)cc3)CCCC2)C1 (stereo not drawn) under HCMV inh: 1
Reading for COc1ccc(C)cc1NC(=O)Nc1ccccc1OCc1cc(=O)n2ccccc2n1 under AmpC detergent: 2%
